KKLEB tox – counter-screen for CF NF-kB inhibitors: cytotoxicity; AID 602141; activity change (cytotoxicity), % at 5 µM; KKLEB CF airway cells viability, ATPlite luminescence, overnight; hits give low values; cells stimulated with P. aeruginosa culture filtrate; 360,000 compounds, 0.36% hits;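 active = corrected activity change at or below -50% at 5 µM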
TWEAK Fn14 block – TWEAK-Fn14 signaling inhibition. TWEAK-stimulated Fn14 reporter cells, luciferase luminescence, 8 h. inhibition, % at 10 µM. 360,000 compounds, 2% hits. AID 1159606; in the data active = inhibition above about 50%
Peg3 prom inh – Peg3 promoter activity inhibition; HeLa PEG-Prom luciferase reporter, luminescence, overnight; inhibition, % at 20 µM; 360,000 compounds, 1.7% hits; AID 588405;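 active = inhibition of at least 50% at 20 µM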
hiPSC survival – hiPSC single-cell survival enhancement. survival enhancement, % at 20 µM. 360,000 compounds, 0.044% hits. ATPlite luminescence; 100% = ROCK inhibitor wells, 0% = DMSO. AID 602274; in the data active = survival enhancement above about 18%;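 note: cells exposed to compounds for 16 hours before the ATP read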
HIF-2a block – HIF-2a inhibition; 786-0 RCC cells HIF-2a reporter, luciferase luminescence, overnight; inhibition, % at 18.8 µM; 360,000 compounds, 0.72% hits; AID 624352;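 active = inhibition of the luminescence signal of 40% or more relative to plate controls, in a single-dose primary screen at 18.75 µM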
NR2E3 ag-1 – human photoreceptor-specific nuclear receptor agonism; 360,000 compounds, 0.35% hits; AID 602229; CHO-S Gal4-NCOR/VP16-NR2E3 two-hybrid, luciferase; inhibition of corepressor binding, % at 3.98 µM;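 active = inhibition above the mean of all tested compounds plus 3 SD, cut at about 70% in these data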;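 note: 0% = DMSO with NR2E3 transfected cells and 100% = cells lacking NR2E3 construct; higher means lower luciferase signal from less NR2E3 corepressor binding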
Target sequence (Q9Y5X4 whole entry, looked up, the tested form may be a part): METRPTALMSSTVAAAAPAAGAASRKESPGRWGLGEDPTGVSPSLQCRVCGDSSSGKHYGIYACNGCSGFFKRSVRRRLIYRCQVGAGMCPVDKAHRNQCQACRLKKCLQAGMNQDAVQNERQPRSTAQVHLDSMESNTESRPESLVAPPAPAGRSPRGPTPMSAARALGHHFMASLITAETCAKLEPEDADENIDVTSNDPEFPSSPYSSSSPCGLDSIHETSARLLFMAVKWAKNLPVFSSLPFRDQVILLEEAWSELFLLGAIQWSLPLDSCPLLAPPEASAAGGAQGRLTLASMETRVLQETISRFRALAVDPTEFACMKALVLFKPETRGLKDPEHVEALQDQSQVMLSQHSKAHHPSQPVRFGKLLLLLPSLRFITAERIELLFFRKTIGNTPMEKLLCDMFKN
NR2E3 ag-2 – agonists of human nuclear receptor NR2E3; AID 2300; Q9Y5X4; 320,000 compounds, 0.12% hits; inhibition of corepressor binding, % at 4.78 µM; GST-NR2E3/biotin-RetCOR TR-FRET, 1536-well;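 active = percent inhibition above the cutoff of mean plus 3 SD of all tested compounds, set per screening campaign, cut at about 20% in these data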;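 note: 0% = DMSO wells and 100% = biotin wells as full block of FRET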
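Assay system: NR2E3–RetCOR corepressor complex. Quantity: 1.35 nM GST-NR2E3. Buffer or medium: pH 7.5 Tris-based buffer. Reagent: biotinylated RetCOR corepressor at 7 nM final. Schedule: 5 h at 4 °C. Detection: TR-FRET, emission read at 617 and 671 nm. Replicates: one well per compound, singlicate testing.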
CF NFkB block – inhibitors of cystic fibrosis induced NF-kB. KKLEB NF-kB-GFP reporter, PAF-induced, GFP fluorescence overnight. inhibition, % at 5 µM. 360,000 compounds, 0.86% hits. AID 588850;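 active = at least 50% inhibition at 5 µM, scaled per plate between neutral and stimulator controls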;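 note: PAF is a Pseudomonas aeruginosa culture filtrate used as stimulus; plate controls were PAF-stimulated DMSO wells for no effect and unstimulated DMSO wells for full effect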
Shn3 3UTR inh – Schnurri-3 reporter inhibition in Clone20 osteoblasts; Clone20 osteoblast Shn3 3'UTR firefly luciferase, 24 h; inhibition, % at 12.5 µM; 360,000 compounds, 0.52% hits; AID 588674;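 active = mean inhibition of at least 75% with every replicate also reaching 75%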;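 note: 0% = median of neutral control wells and 100% = pilot-screen positive control compound; some compounds past the cut are filed as inactive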
TRPM1 prom inh – MITF TRPM1 promoter inhibition in SK-MEL-5 cells; SK-MEL-5 TRPM1 promoter luciferase, 24 h; inhibition, % at 12.5 µM; 330,000 compounds, 0.83% hits;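 active = mean inhibition across replicates of 60% or more, whatever share of single replicates reaches that level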; note: values of inactives mirror those of a sister screen read the other way
aDG glyco up – alpha-DG glycosylation activation; Pro5-aDG cells, alpha-DG glycosylation AlphaScreen (IIH6); 0% Pro5, 100% B10-LARGE cell signal; activation, % at 10 µM; 360,000 compounds, 0.22% hits; AID 624168;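 active = activation of at least 8% versus controls, or a plate z-score of at least 8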;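 note: Pro5 are CHO cells carrying HIG-tagged alpha-DG that lacks glycosylation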
An asterisk follows results filed as active.

CCOCC(=O)Nc1ccc2c(c1)N(S(=O)(=O)c1cccs1)CCC2 was read as KKLEB tox 2, TWEAK Fn14 block -9, Peg3 prom inh 9, hiPSC survival -0.5, HIF-2a block 2, NR2E3 ag-1 3, NR2E3 ag-2 -2, CF NFkB block 8, Shn3 3UTR inh -5, TRPM1 prom inh 13 and aDG glyco up -0.1.
Screening Cc1ccc2oc(=O)c3cc(C(=O)NCc4ccco4)sc3c2c1 returned KKLEB tox 0, TWEAK Fn14 block -17, Peg3 prom inh 5, hiPSC survival -2.6, HIF-2a block 8, NR2E3 ag-1 -28, NR2E3 ag-2 -7, CF NFkB block -17, Shn3 3UTR inh 10, TRPM1 prom inh -1 and aDG glyco up 0.0.
For CCCNC(=O)Cn1nc(C(F)(F)F)c2c1CCC2 the results were KKLEB tox 12, TWEAK Fn14 block 14, Peg3 prom inh 15, hiPSC survival 0.5, HIF-2a block 11, NR2E3 ag-1 -4, NR2E3 ag-2 2, CF NFkB block -2, Shn3 3UTR inh -3, TRPM1 prom inh 1 and aDG glyco up -0.1.
`CC(O)CN(CCC(N)=O)CCC(N)=O` (centres undefined) gave KKLEB tox -13, TWEAK Fn14 block 0, Peg3 prom inh -11, hiPSC survival 1.2, HIF-2a block 15, NR2E3 ag-1 3, NR2E3 ag-2 2, CF NFkB block 4, Shn3 3UTR inh 6, TRPM1 prom inh 5 and aDG glyco up 0.0.
Screening Brc1ccc(C2C3=C(Nc4ncnn42)c2ccccc2OC3c2ccncc2)cc1 (centres undefined) returned KKLEB tox -36, TWEAK Fn14 block 42, Peg3 prom inh 25, hiPSC survival -0.9, HIF-2a block 30, NR2E3 ag-1 -9, NR2E3 ag-2 0, CF NFkB block 32, Shn3 3UTR inh 9, TRPM1 prom inh 5 and aDG glyco up 0.4.
COc1ccc(C(=O)Nn2c(SCC(=O)NCC3CCCO3)nc3ccccc3c2=O)cc1 (centres undefined) was read as KKLEB tox -6, TWEAK Fn14 block 95*, Peg3 prom inh 13, hiPSC survival -3.5, HIF-2a block 49*, NR2E3 ag-1 -14, NR2E3 ag-2 6, CF NFkB block 5, Shn3 3UTR inh 53, TRPM1 prom inh -2 and aDG glyco up 0.0.
Screening COc1ccc(NC(=O)C2CCCN(C(=O)Nc3ccc(OC)cc3)C2)cc1 (centres undefined) returned KKLEB tox 10, TWEAK Fn14 block 3, Peg3 prom inh 4, hiPSC survival -0.6, HIF-2a block -6, NR2E3 ag-1 -16, NR2E3 ag-2 8, CF NFkB block -9, Shn3 3UTR inh 6, TRPM1 prom inh -3 and aDG glyco up 0.0.
For Cc1ccc(S(=O)(=O)N(C)C[C@@H]2OCc3cnnn3CCCC(=O)N([C@@H](C)CO)C[C@@H]2C)cc1 the results were KKLEB tox 3, TWEAK Fn14 block -4, Peg3 prom inh -4, hiPSC survival 0.4, HIF-2a block 3, NR2E3 ag-1 16, CF NFkB block -19, Shn3 3UTR inh -19 and aDG glyco up 0.1.
Screening Cc1nn(-c2ccccc2)c(C)c1C(=O)OCC(O)=C(C#N)c1nc2ccccc2[nH]1 returned KKLEB tox -8, TWEAK Fn14 block 16, Peg3 prom inh 29, hiPSC survival -2.2, HIF-2a block 5, NR2E3 ag-1 -8, CF NFkB block 16, Shn3 3UTR inh -7, TRPM1 prom inh -1 and aDG glyco up 0.1.
Screening CCOC(=O)C1(C)CCCN(C(=O)c2cccs2)C1 (centres undefined) returned KKLEB tox -2, TWEAK Fn14 block -6, Peg3 prom inh -4, hiPSC survival 5.5, HIF-2a block 3, NR2E3 ag-1 -18, CF NFkB block 0, Shn3 3UTR inh -1 and aDG glyco up -0.3.
Screening COc1ccc(NC(=O)N2CCN(S(C)(=O)=O)CC2)cc1OC returned KKLEB tox 0, TWEAK Fn14 block 0, Peg3 prom inh -14, hiPSC survival 0.8, HIF-2a block 8, NR2E3 ag-1 -3, NR2E3 ag-2 0, CF NFkB block 2, Shn3 3UTR inh 4, TRPM1 prom inh 14 and aDG glyco up -0.3.
For CC[C@@]1(C(=O)OC)N[C@H](CN(C)C(=O)NC(C)C)[C@@H]2C(=O)N(Cc3ccccc3)C(=O)[C@@H]21 the results were KKLEB tox 2, TWEAK Fn14 block -1, Peg3 prom inh 1, hiPSC survival 0.6, HIF-2a block 1, NR2E3 ag-1 -19, CF NFkB block 9, Shn3 3UTR inh 0, TRPM1 prom inh 4 and aDG glyco up 0.0.
For COc1ccc(CCC(=O)NNC(=O)Nc2ccc(OC)c(OC)c2)cc1 the results were KKLEB tox -8, TWEAK Fn14 block 8, Peg3 prom inh 13, hiPSC survival -0.3, HIF-2a block 1, NR2E3 ag-1 -60, NR2E3 ag-2 7, CF NFkB block 1, Shn3 3UTR inh 7, TRPM1 prom inh 9 and aDG glyco up -0.4.
`Cn1nc(-c2ccc(OCC(=O)NCC3CCCO3)cc2)c2ccccc2c1=O` (centres undefined) gave KKLEB tox 13, TWEAK Fn14 block 24, Peg3 prom inh 1, hiPSC survival -0.5, HIF-2a block 15, NR2E3 ag-1 14, NR2E3 ag-2 -3, CF NFkB block -7, Shn3 3UTR inh 41, TRPM1 prom inh -5 and aDG glyco up 0.6.
`COCCNC(=O)c1cc(C(=O)CC(C)C)c[nH]1` gave KKLEB tox -12, TWEAK Fn14 block -2, Peg3 prom inh -2, hiPSC survival 0.3, HIF-2a block 8, NR2E3 ag-1 -5, NR2E3 ag-2 1, CF NFkB block -2, Shn3 3UTR inh -26, TRPM1 prom inh 7 and aDG glyco up 0.0.

A portion of the results above, for reference:
For CC[C@@]1(C(=O)OC)N[C@H](CN(C)C(=O)NC(C)C)[C@@H]2C(=O)N(Cc3ccccc3)C(=O)[C@@H]21 the results were KKLEB tox 2, TWEAK Fn14 block -1, Peg3 prom inh 1, hiPSC survival 0.6, HIF-2a block 1, NR2E3 ag-1 -19, CF NFkB block 9, Shn3 3UTR inh 0, TRPM1 prom inh 4 and aDG glyco up 0.0.
For COc1ccc(CCC(=O)NNC(=O)Nc2ccc(OC)c(OC)c2)cc1 the results were KKLEB tox -8, TWEAK Fn14 block 8, Peg3 prom inh 13, hiPSC survival -0.3, HIF-2a block 1, NR2E3 ag-1 -60, NR2E3 ag-2 7, CF NFkB block 1, Shn3 3UTR inh 7, TRPM1 prom inh 9 and aDG glyco up -0.4.
`Cn1nc(-c2ccc(OCC(=O)NCC3CCCO3)cc2)c2ccccc2c1=O` (centres undefined) gave KKLEB tox 13, TWEAK Fn14 block 24, Peg3 prom inh 1, hiPSC survival -0.5, HIF-2a block 15, NR2E3 ag-1 14, NR2E3 ag-2 -3, CF NFkB block -7, Shn3 3UTR inh 41, TRPM1 prom inh -5 and aDG glyco up 0.6.
`COCCNC(=O)c1cc(C(=O)CC(C)C)c[nH]1` gave KKLEB tox -12, TWEAK Fn14 block -2, Peg3 prom inh -2, hiPSC survival 0.3, HIF-2a block 8, NR2E3 ag-1 -5, NR2E3 ag-2 1, CF NFkB block -2, Shn3 3UTR inh -26, TRPM1 prom inh 7 and aDG glyco up 0.0.

The results go on.
Screening Cc1nc(SCC(=O)NCc2ccccc2)c2oc3ccccc3c2n1 returned KKLEB tox 6, TWEAK Fn14 block 15, Peg3 prom inh 15, hiPSC survival 0.1, HIF-2a block 17, NR2E3 ag-1 12, NR2E3 ag-2 2, CF NFkB block 7, Shn3 3UTR inh -1, TRPM1 prom inh -8 and aDG glyco up 0.1.
Screening Cc1ccc(Cn2nnc3c(=O)n(Cc4ccccc4C)cnc32)cc1 returned KKLEB tox 2, TWEAK Fn14 block 12, Peg3 prom inh 0, hiPSC survival 1.6, HIF-2a block 16, NR2E3 ag-1 -14, NR2E3 ag-2 1, CF NFkB block 2, Shn3 3UTR inh -11, TRPM1 prom inh 7 and aDG glyco up -0.1.
`CC1=NOC2(C1)N(C)c1ccccc1C2(C)C` (centres undefined) gave KKLEB tox 0, TWEAK Fn14 block -8, Peg3 prom inh 13, hiPSC survival -1.3, HIF-2a block -6, NR2E3 ag-1 -17, NR2E3 ag-2 1, CF NFkB block 1, Shn3 3UTR inh 5, TRPM1 prom inh 2 and aDG glyco up -0.1.
O=C(NCc1ccccn1)c1ccc(Cn2cc(Br)cn2)o1 was read as KKLEB tox 6, TWEAK Fn14 block -13, Peg3 prom inh 4, hiPSC survival -0.8, HIF-2a block 2, NR2E3 ag-1 -21, NR2E3 ag-2 -1, CF NFkB block 2, Shn3 3UTR inh -8, TRPM1 prom inh 15 and aDG glyco up -0.1.
For COc1nc(N)nc(NC(=O)c2cccs2)c1N=O the results were KKLEB tox 6, TWEAK Fn14 block 45, Peg3 prom inh 25, hiPSC survival 0.0, HIF-2a block -19, NR2E3 ag-1 -21, NR2E3 ag-2 -3, CF NFkB block 38, Shn3 3UTR inh -24, TRPM1 prom inh -2 and aDG glyco up -0.1.
CCC1CCCCN1CCCNC(=O)c1ccc(N2CCCC2=O)cc1 (centres undefined) was read as KKLEB tox 1, TWEAK Fn14 block -17, Peg3 prom inh 2, hiPSC survival -0.6, HIF-2a block 2, NR2E3 ag-1 -12, NR2E3 ag-2 1, CF NFkB block -7, Shn3 3UTR inh -13, TRPM1 prom inh 2 and aDG glyco up -0.3.
CC1CC(C)CN(C(=O)COC(=O)c2ccc(S(=O)(=O)N(C)c3ccccc3)cc2)C1 (centres undefined) was read as KKLEB tox 19, TWEAK Fn14 block -24, Peg3 prom inh -13, hiPSC survival 0.1, HIF-2a block 7, NR2E3 ag-1 6, CF NFkB block -2, Shn3 3UTR inh 13, TRPM1 prom inh 16 and aDG glyco up -0.2.
CCN(CC)CCN1C(=O)C(O)=C(C(=O)c2cc3cccc(OC)c3o2)C1c1ccc(F)cc1 (centres undefined) was read as KKLEB tox -7, TWEAK Fn14 block 0, Peg3 prom inh 19, hiPSC survival -0.6, HIF-2a block 18, NR2E3 ag-1 -23, NR2E3 ag-2 -1, CF NFkB block 7, Shn3 3UTR inh 1, TRPM1 prom inh 2 and aDG glyco up 1.0.
O=C(NCc1ccco1)C1CCN(C(=O)c2ccc([N+](=O)[O-])cc2)CC1 was read as KKLEB tox 10, TWEAK Fn14 block 16, Peg3 prom inh -12, hiPSC survival 0.1, HIF-2a block 2, NR2E3 ag-1 -20, NR2E3 ag-2 1, CF NFkB block 2, Shn3 3UTR inh -13, TRPM1 prom inh -11 and aDG glyco up 0.0.
`Cc1cc(-c2nn(C)c(=O)c3ccccc23)ccc1CNC(=O)NC1CCCCC1` gave KKLEB tox 4, TWEAK Fn14 block 11, Peg3 prom inh 38, hiPSC survival -1.4, HIF-2a block 19, NR2E3 ag-1 -9, NR2E3 ag-2 2, CF NFkB block -14, Shn3 3UTR inh 8, TRPM1 prom inh 8 and aDG glyco up 0.5.
